Assay outcomes deposited in PubChem by several laboratories.
PDI turbidity: PDI (human) enzyme inhibition; P07237; PDI insulin aggregation turbidity, A650, 90 min; inhibition, % at 10 µM; 350,000 compounds, 0.052% hits;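 active = mean inhibition across replicates of 30% or more, whatever share of single replicates reach that level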;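 note: absorbance from insulin aggregation driven by PDI reduction with DTT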
Target sequence (P07237 whole entry, looked up): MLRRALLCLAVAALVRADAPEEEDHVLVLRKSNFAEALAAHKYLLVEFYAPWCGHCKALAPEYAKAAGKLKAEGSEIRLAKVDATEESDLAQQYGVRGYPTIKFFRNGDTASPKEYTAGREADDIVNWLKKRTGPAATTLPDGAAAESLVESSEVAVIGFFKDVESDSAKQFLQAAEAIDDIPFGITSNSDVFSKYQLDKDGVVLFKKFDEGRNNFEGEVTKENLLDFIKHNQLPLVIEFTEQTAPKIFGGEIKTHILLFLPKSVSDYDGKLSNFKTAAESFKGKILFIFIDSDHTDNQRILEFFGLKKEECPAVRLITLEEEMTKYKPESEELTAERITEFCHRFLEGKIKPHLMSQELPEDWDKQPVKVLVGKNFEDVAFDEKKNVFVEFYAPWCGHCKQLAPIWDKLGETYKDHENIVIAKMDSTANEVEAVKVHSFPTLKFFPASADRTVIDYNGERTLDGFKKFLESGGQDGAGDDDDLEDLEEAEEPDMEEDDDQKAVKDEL
Peg3 promoter: reduces Peg3 promoter-driven luciferase expression in HeLa; HeLa PEG-Prom luciferase reporter, luminescence, overnight; 360,000 compounds, 1.7% hits; inhibition, % at 20 µM;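 active = inhibition of at least 50% at 20 µM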
MITF TRPM1 inh: inhibitors of MITF-driven TRPM1 promoter in melanoma cells; SK-MEL-5 TRPM1 promoter luciferase, 24 h; inhibition, % at 12.5 µM; 330,000 compounds, 0.83% hits; AID 488899;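 active = mean inhibition across replicates of 60% or more, whatever share of single replicates reaches that level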; note: values of inactives mirror those of a sister screen read the other way
hiPSC survival: increases survival of single human iPS cells | 360,000 compounds, 0.044% hits | survival enhancement, % at 20 µM | hiPSC single-cell survival, ATPlite luminescence; 100% = ROCK inhibitor wells, 0% = DMSO; in the data active = survival enhancement above about 18%;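 note: cells exposed to compounds for 16 hours before the ATP read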
NR2E3 ag-1: agonists of human nuclear receptor NR2E3; AID 2300; GST-NR2E3/biotin-RetCOR TR-FRET, 1536-well; Q9Y5X4; inhibition of corepressor binding, % at 4.78 µM; 320,000 compounds, 0.12% hits;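 active = percent inhibition above the cutoff of mean plus 3 SD of all tested compounds, set per screening campaign, cut at about 20% in these data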;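 note: 0% = DMSO wells and 100% = biotin wells as full block of FRET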
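Test system: GST-NR2E3 and biotin-RetCOR proteins | Quantity: 1.35 nM GST-tagged NR2E3 final | Medium: Tris pH 7.5 | Also added: 7 nM biotin-RetCOR | Dosing: Compound at 4.8 µM, single dose | Timing: 5 h at 4 °C | Detection: Time-resolved FRET | Read-out basis: Percent inhibition | Benchmarks: Biotin wells as high control, 0.6% DMSO wells as low control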
Cardio protect: modulators protecting cardiomyocytes from myocardial damage. protection from H2O2 cell death, % at 20 µM. 360,000 compounds, 0.63% hits. AID 588492. H9c2 cardiomyocytes, H2O2 injury protection, ATPLite, 2 h;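 active = compounds giving at least 50% protection of heart cells from peroxide-induced death in the single-dose screen, raw or plate-pattern-corrected value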;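 note: 0% = DMSO wells with peroxide and 100% = DMSO wells without peroxide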
CaV13 FRET inh: Disruptors of the CACNA1D IQ motif to Ca2+-dependent inactivation inhibitor domain association, primary screening, Förster resonance energy transfer in intact living …. AID 743397. inhibition, % at 12.3 µM. HEK cells, CFP/YFP FRET ICDI-IQ, plate reader, 10 min; percent FRET-ratio fall versus neutral wells. 340,000 compounds, 0.098% hits;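 active = mean replicate inhibition of at least 30% and at least 1% of replicates passing that level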;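 note: 0% = median of the neutral control wells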
HIF-2a inh: inhibitors of HIF-2a; inhibition, % at 18.8 µM; 360,000 compounds, 0.72% hits; 786-0 RCC cells HIF-2a reporter, luciferase luminescence, overnight;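 active = inhibition of the luminescence signal of 40% or more relative to plate controls, in a single-dose primary screen at 18.75 µM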
HTR2A ag: mouse HTR2A agonism via beta-arrestin recruitment | P35363 | CHO-K1 mHTR2A beta-arrestin complementation, luminescence; percent of 30 µM serotonin response | activation, % at 7.6 µM | 360,000 compounds, 0.66% hits;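 active = activation above a run cutoff, the mean activation of all tested compounds plus 3 SD, cut at about 14% in these data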;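 note: 0% = plate median of compound wells and 100% = 30 µM serotonin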
Target sequence (P35363 whole entry, looked up): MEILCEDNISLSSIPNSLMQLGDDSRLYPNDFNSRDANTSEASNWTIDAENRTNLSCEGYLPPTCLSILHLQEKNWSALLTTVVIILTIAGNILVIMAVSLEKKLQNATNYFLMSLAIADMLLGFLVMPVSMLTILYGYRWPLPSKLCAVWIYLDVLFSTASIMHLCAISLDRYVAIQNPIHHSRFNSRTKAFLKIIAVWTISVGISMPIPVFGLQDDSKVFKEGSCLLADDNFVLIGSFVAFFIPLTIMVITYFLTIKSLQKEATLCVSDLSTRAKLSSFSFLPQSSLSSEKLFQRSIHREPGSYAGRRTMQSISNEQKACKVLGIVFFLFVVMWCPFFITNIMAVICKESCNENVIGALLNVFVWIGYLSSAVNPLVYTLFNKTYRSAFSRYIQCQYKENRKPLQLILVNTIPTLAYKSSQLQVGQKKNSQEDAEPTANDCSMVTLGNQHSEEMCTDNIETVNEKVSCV
Shn3 inh set2: Schnurri-3 reporter inhibition in Clone20 osteoblasts. Clone20 osteoblast Shn3 3'UTR firefly luciferase, 24 h. inhibition, % at 12.5 µM. 360,000 compounds, 0.52% hits. AID 588674;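 active = mean inhibition of at least 75% with every replicate also reaching 75%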;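 note: 0% = median of neutral control wells and 100% = pilot-screen positive control compound; some compounds past the cut are filed as inactive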
NR2E3 ag-2: activates human NR2E3 receptor | Q9Y5X4 | CHO-S Gal4-NCOR/VP16-NR2E3 two-hybrid, luciferase | inhibition of corepressor binding, % at 3.98 µM | 360,000 compounds, 0.35% hits | AID 602229;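 active = inhibition above the mean of all tested compounds plus 3 SD, cut at about 70% in these data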;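 note: 0% = DMSO with NR2E3 transfected cells and 100% = cells lacking NR2E3 construct; higher means lower luciferase signal from less NR2E3 corepressor binding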
* marks the source's active call; other numbers are inactive results; / = no result given.

SMILES | PDI turbidity | Peg3 promoter | MITF TRPM1 inh | hiPSC survival | NR2E3 ag-1 | Cardio protect | CaV13 FRET inh | HIF-2a inh | HTR2A ag | Shn3 inh set2 | NR2E3 ag-2
CN(CC(=O)Nc1ccc(Cl)c(C(F)(F)F)c1)S(=O)(=O)c1cnc[nH]1 | -12 | -3 | / | -1.6 | / | -26 | -8 | -8 | 0 | 7 | 8
COc1ccc(O)c(C2=Nc3ccccc3N=C(c3ccccc3)C2)c1 | 10 | -22 | -21 | -0.7 | 2 | -10 | -11 | -129 | -1 | -9 | -147
COc1ccc(C(=O)OCCN2CCN(C3=NS(=O)(=O)c4ccccc43)CC2)cc1OC | -4 | 8 | 13 | -0.4 | 4 | 7 | -4 | 15 | -1 | -2 | -19
Cc1ccc(S(=O)(=O)/C(C#N)=C/c2c(N3CCN(C)CC3)nc3c(C)cccn3c2=O)cc1 | -1 | 8 | 6 | 1.7 | 3 | -1 | -12 | 9 | -7 | 5 | -8
COc1ccccc1C1=NNC(=NCc2ccccc2)SC1 | -10 | -41 | -21 | -0.4 | 3 | 0 | -7 | -98 | -2 | -4 | -5
Cc1ccc(C(=O)NNC(=O)CSc2nnc3c(n2)[nH]c2ccc(C)cc23)cc1 | / | 9 | 11 | 1.0 | 5 | -3 | / | -13 | -2 | 11 | 2
Cc1ccc(NC(=O)c2ccco2)c([N+](=O)[O-])c1 | 7 | -262 | -37 | -1.0 | 0 | -12 | 6 | -182 | 2 | -52 | -40
Cc1ccc(F)cc1NC(=S)NCCc1ccccc1 | -11 | 13 | -8 | 0.0 | 2 | -10 | -5 | 1 | 0 | 9 | -4
CCn1c(COc2ccc(=O)n(-c3ccccc3)n2)nnc1SCc1ccc(OC)cc1 | -2 | 10 | 1 | -0.3 | -4 | 5 | -6 | 20 | 3 | 12 | 5
Cn1ncc(Br)c1C(=O)Nc1ccc(Br)cn1 | -1 | -10 | 3 | 0.3 | 4 | -5 | -5 | -26 | 2 | -4 | -4
CN(C(=O)Cn1cc(C#N)c2ccccc21)c1ccccc1 | -2 | 7 | 11 | -0.3 | 3 | 0 | -3 | 14 | -1 | 7 | 3
COC(=O)[C@]12CCCCC=C1N(Cc1ccco1)C(=O)[C@H](CC(=O)N1CCSCC1)C2 | / | / | / | -0.5 | / | / | -5 | 0 | 6 | / | 4
Cc1nc(NC(=O)c2ccc(Cl)cc2)nc2cc3c(cc12)OCO3 | -2 | -7 | 20 | -1.4 | -3 | 9 | -16 | -8 | 0 | -22 | -6
CC(C)(C)OC(=O)NC(Cc1ccccc1)C(=O)N1CCCC1C(=O)O (stereo unspecified) | 0 | -17 | 4 | -0.3 | 0 | -5 | -20 | 18 | 3 | -1 | 5
CN(C(=O)CSc1ncc(C(F)(F)F)cc1Cl)c1c(N)n(Cc2ccccc2)c(=O)[nH]c1=O | 7 | 29 | -3 | -0.1 | -2 | -8 | 5 | 14 | 4 | -8 | 17
O=C(CSCc1ccc(Cl)cc1)NCc1ccccn1 | 3 | 2 | 12 | -1.6 | 0 | -2 | -7 | 0 | 4 | -2 | 0
CN(Cc1cccc(F)c1)C(=O)c1ccc(S(=O)(=O)C(F)F)cc1 | -1 | 10 | 6 | -1.4 | 1 | 5 | -6 | 17 | -3 | 5 | -9
CN(C)CCCN(C(=O)c1ccc(C(=O)c2ccccc2)cc1)c1nc2ccc(F)cc2s1 | 4 | 33 | -9 | -0.5 | 0 | -19 | -17 | -21 | -9 | -16 | 11
CCOC(=O)Cc1csc(NC(=O)c2cc(C)on2)n1 | 0 | 9 | -7 | -0.3 | 2 | 2 | / | -4 | 7 | 8 | 6
O=C1C2C3C=CC(O3)C2C(=O)N1N=C1CCCCC1 (stereo unspecified) | -28 | 3 | -3 | 2.5 | / | 5 | -9 | 6 | 6 | 0 | 3
O=C(c1c[nH]c2ccccc12)N1CCN(Cc2ccccc2)CC1 | 4 | -1 | 8 | 0.5 | 2 | -1 | -4 | -15 | 3 | 6 | -20
CCN(C(=O)CSc1nnc(-c2cccc(F)c2)n1N)c1c(N)n(Cc2ccccc2)c(=O)[nH]c1=O | -1 | 0 | -7 | -0.3 | / | 4 | -6 | 12 | 0 | -4 | -5
CCc1ccc[n+](-c2[nH]c(=O)sc2/C=N/N=C(\[O-])CCn2c3ccccc3c3ccccc32)c1 | -2 | 7 | 8 | -0.5 | -7 | -1 | -17 | 21 | 6 | 15 | -10
N#CCNC(=O)C1CC(=O)N(CCc2ccc(F)cc2)C1 (stereo unspecified) | 23 | 11 | 12 | -0.6 | -2 | 1 | -19 | 17 | 4 | -59 | -9
Cc1ccc(C(C(=O)NCc2ccco2)N(C(=O)Cn2nnc3ccccc32)c2ccccc2)o1 (stereo unspecified) | -14 | 3 | 8 | -0.8 | 1 | 9 | -5 | 0 | -1 | / | -10
CCOC(=O)CSc1nc2ccsc2c(=O)n1C1CCN(C(=O)OCC)CC1 | 2 | 22 | 10 | 6.6 | -1 | 10 | -8 | -3 | 2 | 15 | -3
CCOC(=O)N1CCN(S(=O)(=O)c2ccc(C(=O)NNc3nc4c(C)cccc4s3)cc2)CC1 | / | 50 | 20 | 2.4 | 3 | 50* | -7 | 23 | -4 | 41 | -9
COC(=O)c1c(-c2ccccc2)csc1N1C(=O)Nc2ccccc2N1O | -1 | -127 | 0 | -1.9 | 0 | -20 | -6 | -126 | 3 | -10 | -61
COc1cc(OC)cc(C(=O)NC(=S)N2CCCCCC2)c1 | 1 | 6 | -2 | 0.1 | 0 | -1 | -2 | 22 | 1 | -12 | -14
CC1=C(C(=O)N(C(C)C)C(C)C)CC(CC(=O)NCCc2ccccn2)C(=O)N1CCCN1CCCC1=O (stereo unspecified) | / | 4 | / | 1.0 | / | 7 | -4 | -4 | 6 | -3 | 12
COCCCn1c(=O)c2sccc2n(Cc2ccc(C)cc2)c1=O | -1 | 16 | 2 | -0.8 | 3 | 5 | -21 | 6 | 6 | 5 | -40
Cc1cc(OCC(=O)NC2CCN(Cc3ccccc3)CC2)c2c(C)c(C)c(=O)oc2c1 | -9 | 5 | 8 | -0.5 | 0 | 2 | / | 1 | -1 | 5 | 30
COC(=O)C1=C(C)NC(=O)/C1=C\c1cc(C)n(-c2c(C)cccc2C)c1C | -2 | 5 | 11 | 2.5 | -1 | -2 | -6 | 12 | -5 | 16 | -25
O=C(/C=C/c1cccs1)N1CCN(c2ccccc2F)CC1 | 4 | -55 | -6 | -0.2 | 2 | -3 | -4 | -78 | -5 | -19 | -26
CCC1CCCCN1CCCNC(=O)C1CCCN(c2ncnc3c2nc2n3CCCCC2)C1 (stereo unspecified) | 6 | -16 | -11 | -0.2 | -2 | 3 | -2 | 4 | -3 | 1 | -3
CCCCCN(C(=O)NC(=O)Nc1ccc(C)cc1)S(=O)(=O)c1ccccc1 | -1 | -48 | -17 | 0.2 | -1 | -6 | -4 | -163 | -2 | -13 | -29
COC(=O)[C@H](CC(C)C)NC(=O)NCCCc1ccccc1 | 7 | -5 | -1 | -0.7 | 4 | -1 | -2 | 16 | -1 | -6 | -21
CC(NC(=O)c1ccc(NC2=NC3CS(=O)(=O)CC3S2)cc1)c1ccccc1 (stereo unspecified) | / | 3 | / | -0.5 | 2 | -3 | -5 | 7 | -3 | 16 | -14
COc1cc2ccccc2cc1C(=O)Nc1ccccc1N1CCN(S(C)(=O)=O)CC1 | 1 | 19 | -11 | 0.5 | 3 | 7 | / | -25 | -9 | 10 | -16
O=C(NNC(=O)C1CCCO1)c1ccc(F)cc1 (stereo unspecified) | -4 | 5 | -3 | -2.0 | 2 | -1 | -7 | 2 | 2 | 12 | -9
O=c1oc(-c2ccco2)nc2sc3c(c12)CCCCC3 | -5 | -115 | -28 | 0.4 | 2 | -20 | -6 | -208 | -4 | -79 | -95
O=C(C1CCN(S(=O)(=O)c2ccccc2)CC1)N1CCc2ccccc21 | -2 | 5 | -7 | -0.3 | 4 | 8 | -7 | 5 | 3 | 1 | -12
CN1CCN(NC(=O)Nc2cccc(Cl)c2Cl)CC1 | -19 | 0 | -7 | -0.5 | 1 | 9 | -5 | 7 | 2 | -2 | 6
O=C(NC(CO)Cc1ccc([N+](=O)[O-])cc1)C(Cl)Cl (stereo unspecified) | 4 | 16 | -7 | -4.6 | -4 | 3 | / | 5 | -4 | 13 | -6
Cc1nnc(SCC2=C(C(=O)O)N3C(=O)C(NC(=O)c4cccc(F)c4F)C3SC2)s1 (stereo unspecified) | 23 | 11 | 0 | 2.0 | 3 | 6 | -7 | 11 | 3 | 2 | -8

Three structures out of the list, arranged by molecular weight, rising.
SMILES | PDI turbidity | Peg3 promoter | MITF TRPM1 inh | hiPSC survival | NR2E3 ag-1 | Cardio protect | CaV13 FRET inh | HIF-2a inh | HTR2A ag | Shn3 inh set2 | NR2E3 ag-2
CN(C(=O)Cn1cc(C#N)c2ccccc21)c1ccccc1 | -2 | 7 | 11 | -0.3 | 3 | 0 | -3 | 14 | -1 | 7 | 3
COC(=O)C1=C(C)NC(=O)/C1=C\c1cc(C)n(-c2c(C)cccc2C)c1C | -2 | 5 | 11 | 2.5 | -1 | -2 | -6 | 12 | -5 | 16 | -25
COc1ccc(C(=O)OCCN2CCN(C3=NS(=O)(=O)c4ccccc43)CC2)cc1OC | -4 | 8 | 13 | -0.4 | 4 | 7 | -4 | 15 | -1 | -2 | -19

Following part.
SMILES | PDI turbidity | Peg3 promoter | MITF TRPM1 inh | hiPSC survival | NR2E3 ag-1 | Cardio protect | CaV13 FRET inh | HIF-2a inh | HTR2A ag | Shn3 inh set2 | NR2E3 ag-2
COc1ccc(N2CC(C(=O)N[C@@H](C)C(=O)NCc3ccccc3OC)CC2=O)cc1 (stereo partly specified) | -6 | 1 | 1 | 0.0 | -1 | 4 | -6 | 7 | 0 | 14 | -15
O=C(COc1cccc(NC(=O)c2cccc([N+](=O)[O-])c2)c1)c1ccc(F)cc1 | -3 | 27 | -2 | -1.0 | 3 | 78* | / | -16 | -10 | 24 | -29
COc1cccc(NC(=O)CN(C)C(=O)c2cccc(S(=O)(=O)Nc3ccc(C)cc3)c2)c1 | 1 | 21 | -1 | 0.4 | 2 | -8 | -3 | 13 | -11 | 11 | -36
CC1CCCN(C(C(=O)Nc2ccc3c(c2)OCO3)c2ccccc2)C1 (stereo unspecified) | -6 | -5 | -10 | 0.0 | 2 | 0 | -6 | 1 | 1 | -16 | -4
CSCCC1NC(=O)N(CC(=O)Nc2ccc3c(c2)OCCO3)C1=O (stereo unspecified) | -13 | 0 | -3 | -2.3 | / | -4 | -3 | 8 | -2 | -13 | 21
O=C(CN(CC1CCCO1)C(=O)CCC(=O)Nc1ccccn1)NCC1CCCO1 (stereo unspecified) | -9 | 4 | -1 | 1.0 | -3 | 3 | -5 | 3 | -1 | -14 | -24
O=C(N/N=C/C=C\c1ccccc1)c1cnccn1 | -1 | -23 | -10 | 0.0 | -1 | -1 | -7 | -58 | -4 | -16 | 19
